ALOX12 inh: ALOX12 (human) lipoxygenase inhibition | P18054 | purified 12hLO, xylenol orange hydroperoxide absorbance | Potency, µM (doses to about 108 µM), for inactives: at the highest dose activity change, negative = inhibition, actives largely listed as inhibitors | 580,000 tested, 1.1% active | AID 1671190; active = well fitted inhibition curve with a large enough effect; inconclusive = small, poorly fitted or top-dose-only effect, or another doubt; inactive = no such curve, though single readings can be large or run the other way
Target sequence (P18054 whole entry, looked up): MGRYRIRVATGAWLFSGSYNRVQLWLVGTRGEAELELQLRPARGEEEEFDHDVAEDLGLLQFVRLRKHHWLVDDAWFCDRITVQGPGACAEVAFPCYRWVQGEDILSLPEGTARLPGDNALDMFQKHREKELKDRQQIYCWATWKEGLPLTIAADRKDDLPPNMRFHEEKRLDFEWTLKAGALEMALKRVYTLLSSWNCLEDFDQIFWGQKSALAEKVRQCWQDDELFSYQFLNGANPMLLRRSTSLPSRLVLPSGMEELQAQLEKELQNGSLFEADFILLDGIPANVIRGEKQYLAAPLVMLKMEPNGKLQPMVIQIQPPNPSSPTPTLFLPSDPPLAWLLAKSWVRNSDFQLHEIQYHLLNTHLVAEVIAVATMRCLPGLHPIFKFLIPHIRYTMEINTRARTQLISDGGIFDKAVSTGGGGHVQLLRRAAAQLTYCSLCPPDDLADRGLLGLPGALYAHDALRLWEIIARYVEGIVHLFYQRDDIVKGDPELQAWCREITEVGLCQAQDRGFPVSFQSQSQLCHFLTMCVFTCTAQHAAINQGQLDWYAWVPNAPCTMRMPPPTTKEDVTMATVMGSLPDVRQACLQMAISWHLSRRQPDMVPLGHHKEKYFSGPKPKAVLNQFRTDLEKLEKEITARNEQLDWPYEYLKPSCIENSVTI
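Purified human 12hLO at 150 nM in 25 mM Hepes, 0.01% Triton X-100, pH 7.0, preincubated 15 min at room temperature with compound. Reaction started with 40 uM arachidonic acid, 30 min at room temperature. Hydroperoxide measured by Fe-xylenol orange, 573/405 nm absorbance ratio.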
* = called active by the depositor; ? = inconclusive; [ ] = remark or other dose. % is scaled to controls: 0 for no effect and ±100 for the full control effect; potency is read from the fitted curve at half-maximal effect. An excerpt, so the mix of outcomes need not match the whole.

ALOX12 inh,Compound
-0.7%,CCC(C)[C@@H](NC(=O)Nc1ccc(OC)c(Cl)c1)C(=O)OC (some centres undefined)
-0.4%,O=C(NCc1ccc(F)cc1)c1ccc(-c2csc(C3CC3)n2)cc1
1.2%,O=c1oc2ccc(Br)cc2cc1S(=O)(=O)N1CCCC1
48.3%[activator],CC1CCN(C(=O)c2cn3ccnc(-c4ccc(F)cc4)c3n2)CC1
5.0%,Cc1cn2nc(C(=O)N3CCN(c4ccccc4F)CC3)cc2c(N2CCCC2)n1
34.0%[activator][176 µM],CN(Cc1ccc(F)cc1)Cc1cncs1
-6.7%,CCn1ccc(C(=O)N2C[C@@H](Oc3ccccc3)C[C@@H]2C(=O)NCCOC)n1
-13.6%,COc1cc(Cl)c(C)cc1NC(=O)CSc1nnc(-c2ccccc2)n1C
-16.4%,CC1CCc2noc(NC(=O)c3cc(=O)c4cc(Cl)ccc4o3)c2C1 (centres undefined)
-5.6%,O=C(c1cc(=O)c2cc(Cl)ccc2o1)N(Cc1ccccc1)Cc1ccco1
0.7%,O=C(NCC1CNCCOC1)NC1CCCCC1 (centres undefined)
1.5%,CC1CCC(NC(=O)c2ccc(C(N)=O)cc2)CC1 (centres undefined)
1.1%,Brc1cccc(-c2noc(-c3ccco3)n2)c1
?,CCn1c(C)cc(/C=C(\C#N)c2ccc(Br)cc2)c1C
35.8%,C=CCn1c(N2CCOCC2)nc2c1c(=O)n(C)c(=O)n2C
?,CC(CCc1ccccc1)NC(=O)C1CCN(S(=O)(=O)c2cccc(Cl)c2Cl)CC1 (centres undefined)
16.8%,Nc1ccc2cc(S(=O)(=O)O)cc(S(=O)(=O)O)c2c1
6.2%,CC1=C[C@H](O)CC(C)(C)[C@H]1/C=C/C(C)=C/C=C/C(C)=C/C=C/C=C(C)/C=C/C=C(C)/C=C/C1=C(C)C[C@@H](O)CC1(C)C
?,COC(=O)C1=C(C)OC(=O)C1(NC(=O)c1ccc(C(C)(C)C)cc1)C(F)(F)F (centres undefined)
2.2%[176 µM],O=C(C[C@@H]1O[C@H](CNC(=O)c2cccc(F)c2)[C@@H](O)[C@H]1O)Nc1ccccc1
96.9%[activator],CC(=O)Nc1ccc(NC(=O)c2cc3c(n2C)CCN(Cc2ccccc2)C3)cc1
11.2%,COc1ccc2c(c1)C=C(C(=O)Nc1ccc(C(=O)OC(C)C)cc1)C=CO2
32.0%,Cc1cc(=O)oc2cc(OC(C)C(=O)NCc3cccnc3)ccc12 (centres undefined)
-32.8%,COc1ccc(C(=O)c2sc(Nc3ccccc3OC)nc2N)cc1
8.3%[6.33 µM],CN1CCC(C(=O)N2CCC3(CC2)CN(C(=O)c2ccc(Cl)cc2)CCO3)CC1
25.6%,COc1ccccc1NC(=O)N1CC(C(=O)NCC2CC2)CC(c2ccccc2)C1 (centres undefined)
1.3%,Cc1ncc2c(c1CNC(=O)C1CCc3ccccc3C1)CCNC2 (centres undefined)
10.2%,O=C([C@@H]1C[C@H](Oc2ccccc2)CN1C(=O)c1cccs1)N1CCOCC1
0.2%,O=C(Cc1ccccc1)NC1CCCc2c1[nH]c1c(Cl)cccc21 (centres undefined)
-3.2%,CCCNC(=O)NNC(=O)c1cn(C)c2ccccc12

Fetched by structure from the list above (two):
ALOX12 inh,Compound
34.0%[activator][176 µM],CN(Cc1ccc(F)cc1)Cc1cncs1
5.0%,Cc1cn2nc(C(=O)N3CCN(c4ccccc4F)CC3)cc2c(N2CCCC2)n1

(list continues)
ALOX12 inh,Compound
-2.1%,CC(C)c1ccc(S(=O)(=O)N2CCN(C(=O)C3CC(=O)Nc4cc(F)ccc43)CC2)cc1 (centres undefined)
-3.7%,COC(=O)C1=C(C)N(C)C(=NCc2cc(OC)c(OC)c(OC)c2)NC1c1cccc(Cl)c1 (centres undefined)
-3.4%,FC(F)C(F)(F)Sc1nc2ccccc2[nH]1
-6.5%,COc1cc(Br)cc2cc(C(=O)N3c4ccccc4CC3C)c(=O)oc12 (centres undefined)
?,CCC(=O)N1CCN(c2nc3c(s2)CC(C(=O)NCC(C)C)CC3)CC1 (centres undefined)
16.1%,Cc1cc(C(=O)NCCN(C)C)c2ccccc2n1
?,CC(NC(=O)c1cc(-c2ccc(Br)cc2)n[nH]1)c1ccc(F)cc1 (centres undefined)
120.7%[activator],CCCOC(=O)c1ccc(Oc2coc3cc(OCC=C(C)C)ccc3c2=O)cc1
24.6%,O=C(NCc1cccnc1)C1CCN(C2CCN(Cc3ccc4c(c3)CCO4)CC2)CC1
?,Cn1c(=O)[nH]c(=O)c2c1ncn2Cc1ccccc1
?,Cc1[nH]c2ccccc2c1C(C(=O)O)N1CCN(c2nsc3ccccc23)CC1 (centres undefined)
15.2%,COc1ccc(NC(=O)CN2C(=O)COc3ccc(C(=O)COc4cccc(F)c4)cc32)cc1
-3.6%,CCOCCCNC(=O)C(NC(=O)c1cccc(C)c1)C(C)C (centres undefined)
2.5%[6.33 µM],NCC(=O)N1Cc2ccccc2CC12CCCN(C(=O)c1ccccc1)C2 (centres undefined)
26.1%,CN1C(=O)c2cccn2CC1C(=O)NC1CCCCC1 (centres undefined)
?,COc1ccc(NS(=O)(=O)c2cc(-c3cnc(C)o3)ccc2C)cc1OC
4.2%,Cc1cc2ccccc2n1CC(=O)N1CCN(CC(=O)NC2CC2)CC1
?,Cc1ccc(CSc2ncc(CO)n2CC(=O)NC2CCCC2)cc1
79.0%[activator],COCCN1CCC(CN(CC2CCCO2)C(=O)c2cc(Cl)cn2C)CC1 (centres undefined)
-49.4%,Clc1cccc(-c2nnc3sc(Cn4cccn4)nn23)c1Cl
41.4%[activator],COCC(=O)NC1CCC12CCN(C(=O)Cc1cccnc1)CC2 (centres undefined)
14.8%,O=C(Nc1ccc(F)cc1)C1=C(c2ccccc2)SCCO1
-35.1%,CCOc1ccc(CNC(=O)CS(=O)(=O)Cc2nc(-c3ccccc3C)oc2C)cc1
20.3%,Cc1cnn(CCC(=O)N2CCCCCCNC(=O)CC2)c1
-10.2%,Cc1ccc(CN(CC(=O)N2CCc3ccccc3C2)S(=O)(=O)c2ccc(Cl)cc2)cc1
32.0%[activator][176 µM],CCOCCN1C(=O)COC[C@@H]1[C@H](O)c1ccc(NC(=O)C(CC)CC)cc1
?,CCC(=O)Nc1ccc(-c2csc(NCCN(CC)CC)n2)cc1
46.4%[activator],CCOC(=O)c1cnc2c(Cl)c(Cl)ccc2c1NCCOC(=O)CC
18.9%,CCCN1C(=O)Cc2cc(C(=O)NCc3ccc(F)cc3F)ccc21
36.2%,CCCNC(=O)N1CCCCCCNC(=O)[C@@H]2CCC[C@@H]21

Four neighbouring records from above:
ALOX12 inh,Compound
0.2%,O=C(Cc1ccccc1)NC1CCCc2c1[nH]c1c(Cl)cccc21 (centres undefined)
-3.2%,CCCNC(=O)NNC(=O)c1cn(C)c2ccccc12
-2.1%,CC(C)c1ccc(S(=O)(=O)N2CCN(C(=O)C3CC(=O)Nc4cc(F)ccc43)CC2)cc1 (centres undefined)
-3.7%,COC(=O)C1=C(C)N(C)C(=NCc2cc(OC)c(OC)c(OC)c2)NC1c1cccc(Cl)c1 (centres undefined)

More entries:
ALOX12 inh,Compound
6.3%,CC(=O)Nc1cccc2ccc(OCc3nnc(C(=O)N4CCC[C@@H]4c4ccc(Br)cc4)n3Cc3ccccc3)cc12
1.3%,N#Cc1ccc(COC(=O)C2=NN(C3CCS(=O)(=O)C3)C(=O)CC2)cc1 (centres undefined)
42.3%[activator],Cn1nc2n(c1=O)CCN(Cc1ccc(Br)s1)CC2
19.2%,Cc1ccc(-c2ccc3nnc(CNC(=O)c4ccccc4C)n3n2)cc1C
10.0%,CN(C)CCN(CC(=O)OC(C)(C)C)C(=O)CCCNC(=O)c1ccccc1
-6.8%,COc1cccc(CNC(=O)C2CCN(c3nc4c(C)cc(C)cc4s3)CC2)c1
?,CCOc1cc([C@H]2[C@@H]3CCCC[C@]3(O)CCN2Cc2ccccc2F)ccc1O
8.6%,C=C(C)COc1ccc2c(=O)c(Oc3ccc(C(=O)OC)cc3)c(C)oc2c1
5.5%,Cc1ccc(C)c(OCC(=O)Nc2ccc(-c3nc4ccccc4o3)cc2)c1
-7.2%,COc1ccccc1Cc1c(-c2ccc(C)cc2)nc2c3ccccc3ccn12
32.9%[activator],CC(Sc1nnc(C2CC2)n1Cc1ccccc1)C(=O)Nc1ccnn1C(C)C (centres undefined)
?,CCCCn1c(=O)[nH]c(=O)c2c1nc(COC(=O)C1(c3ccc(Cl)cc3)CC1)n2CC
13.2%,CC1(C)CN(C(=O)c2ccc(Oc3ccccc3)o2)CC1(C)O (centres undefined)
?,O=C1NC(=NC2CCCC2)C2(CCCN(Cc3ccc(F)cc3)C2)N1c1cc(F)cc(F)c1 (centres undefined)
-3.7%,COc1cc(C(=O)n2nc(-c3cccc(C)c3)nc2N)cc(OC)c1OC
?,Cc1ccc2c(c1)cc(C(=O)Nc1ccccc1)n2C
1.8%,COc1ccc(Cc2ncc3c(n2)CN(C(=O)C(CO)NC(C)=O)C3)cc1 (centres undefined)
-13.6%,COc1ccc(C(=O)N(C)CC23CC4CC(CC(C4)C2)C3)c(O)c1
0.0%[176 µM],Cn1cc(-c2ccc3c(n2)CN(CCOc2ccccc2)C(=O)CO3)cn1
2.3%[176 µM],COCCNC(=O)C[C@@H]1C[C@H]2O[C@H](CNC3CCN(C(C)=O)CC3)[C@@H](O)[C@H]2O1
?,CC(OC(=O)c1cc(=O)[nH]c2ccccc12)C(=O)N(C)c1ccccc1 (centres undefined)
6.4%,O=C(O)CCCC(=O)N1CCN(c2ccc(F)cc2)CC1
33.8%[activator],Cc1ccc(OCc2nc(C3CCCCN3C(=O)c3ccncc3)no2)cc1 (centres undefined)
12.6%,O=C(CC1CCCN(c2cn[nH]c(=O)c2)C1)NCCc1ccccc1 (centres undefined)
48.1%[activator],O=C(N[C@@H]1CCOC[C@H]1Oc1cccc(F)c1)c1cnc2c(c1)CCC2
8.1%[12.5 µM],CC(=O)N1Cc2ccccc2CC2(CCCN2C)C1 (centres undefined)
56.0%[activator],Cc1cc(C)n(CCc2nc3cc(NC(=O)COc4ccccc4)ccc3n2C)n1
-19.1%,CCCCNc1nc(-c2cc(C)n(NC(=O)c3n[nH]c(=O)c4ccccc34)c2C)cs1
-33.9%,O=C(O)CCCNS(=O)(=O)c1ccc(Cl)c(Cl)c1
2.0%,O=C(Nc1cccc(Cl)c1Cl)C12CC3CC(CC(C3)C1)C2

Some values from the list:
COc1ccc(C(=O)N(C)CC23CC4CC(CC(C4)C2)C3)c(O)c1 – ALOX12 inh = -13.6%
CC(Sc1nnc(C2CC2)n1Cc1ccccc1)C(=O)Nc1ccnn1C(C)C (centres undefined) – ALOX12 inh = 32.9%[activator]
O=C(Nc1cccc(Cl)c1Cl)C12CC3CC(CC(C3)C1)C2 – ALOX12 inh = 2.0%
CN(C)CCN(CC(=O)OC(C)(C)C)C(=O)CCCNC(=O)c1ccccc1 – ALOX12 inh = 10.0%
COCCNC(=O)C[C@@H]1C[C@H]2O[C@H](CNC3CCN(C(C)=O)CC3)[C@@H](O)[C@H]2O1 – ALOX12 inh = 2.3%[176 µM]

The list goes on.
ALOX12 inh,Compound
-3.4%[176 µM],CNC(=O)[C@@H](c1ccc(OC)cc1)N1CCC[C@H]1C(=O)N1CCC(C)CC1
0.3%[176 µM],COc1ccc(CN2CCN3C(=O)N(Cc4ccccc4)C[C@H]3C2)cc1
-5.5%,COc1ccc(C(CNC(=O)c2n[nH]c(=O)c3ccccc23)N(C)C)cc1 (centres undefined)
25.2%[176 µM],C1=C(c2nc(-c3cccc4[nH]ncc34)cc3c2ccn3Cc2cccnc2)CCOC1
-10.4%,CN(C)C1(C#CCCCCC#CC2(N(C)C)CCCCC2)CCCCC1
50.0%[activator],CS(=O)(=O)Nc1ccc(F)c(NC(=O)NCC2(O)CCCNC2)c1 (centres undefined)
22.0%,COc1cc(CC2(CCC(=O)N3CCC(c4ccc(F)cc4)C3)CCC(=O)N2)ccc1F (centres undefined)
24.0%,COc1cccc(CCC2CCCN(C3CCN(Cc4cccnc4)CC3)C2)c1 (centres undefined)
39.0%[activator],COc1cc2c(cc1OC)C(CNC(=O)C1CC1)N(C(=O)Nc1ccccc1)CC2 (centres undefined)
-26.0%,CC(C)(C)c1cc(Oc2cc(C(C)(C)C)cc(C(C)(C)C)c2O)c(O)c(C(C)(C)C)c1
-3.1%,CCOc1ccccc1NC(=O)C1CN(S(=O)(=O)C2CC2)CC12CCCCC2 (centres undefined)
?,Cc1noc(-c2ccccc2Cl)c1C(=O)NCCCc1ccccc1
2.0%,Cc1ccc(CNC(C)C2CC3CCC2C3)s1 (centres undefined)
?,CC(C)CCNC(=S)Nc1ccc(Cl)cc1Cl
50.6%[activator],CS(=O)(=O)N1CCC(C2CCN(Cc3ccc4c(c3)CCO4)C2)CC1 (centres undefined)
?,O=C(O)c1ccc(/C=C/c2nc3cc(Cl)ccc3s2)cc1
?,Cc1ccc(CNc2oc(-c3ccccc3F)nc2C#N)cc1
36.9%,O=C(c1ccsc1)N1CCC(N2CC3CC(C2)[C@H]2CCCC(=O)N2C3)CC1 (some centres undefined)
31.2%[activator],COCCN1C(=O)[C@H]2CN(Cc3cccc(F)c3)C[C@H]2C1=O
?,O=C(CCc1nc(C2CC(=O)N(C3CCCCC3)C2)no1)c1ccc(Cl)cc1 (centres undefined)
43.2%,CCCc1noc(-c2cccn3c(CNC(=O)c4ccccc4Cl)nnc23)n1
?,CN(CCO)C(=O)c1cn(C2CCN(Cc3ccc4ccccc4c3)CC2)nn1
?,C=CCO[C@@H]1CCN2C(=O)c3cc(-c4ccccc4)ccc3NC(=O)[C@H]12
?,Cc1ccc2[nH]c(=O)c3cc(C(=O)NCc4ccc(F)cc4Cl)sc3c2c1
